Screening data as filed in PubChem.
MazF activator: MazEF (E. coli) toxin RNase activation | P0AE70 | FAM/BHQ RNA-DNA oligo cleavage fluorescence, 5 h | activation, % at 20 µM | 0.32% of 350,000 active; in the data active = activation above about 50%
PrPC TRFRET: reduces human prion protein on the cell surface; P04156; cell surface PrPC, TR-FRET read-out; inhibition, % at 13.8 µM; 0.43% of 370,000 active; AID 720596; in the data active = inhibition above about 24%; note: 0% = median of the test wells and 100% = reference compound wells
BoNT A protease: inhibitors of Botulinum neurotoxin A light chain protease | inhibition, % at 10 µM | AID 588499 | 0.17% of 360,000 active | multiplex microsphere protease substrate cleavage, flow cytometry; note: plate controls were buffer without enzyme for full effect and enzyme alone for no effect
SSB-PriA inh: blocks PriA binding to SSB C-terminal tail; inhibition, % at 33 µM; AlphaScreen SSBct-PriA binding, biotinylated peptide; AID 1272365; 0.6% of 430,000 active; in the data active = inhibition mostly above about 37%, no sharp cut-off; inactive = mostly below about 20%;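 note: plate controls were negative control peptide for no effect and reference peptide for full effect; strong numbers were not always called active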
VHR inh abs: blocks human VHR1 dual specificity phosphatase. P51452. recombinant VHR phosphatase, pNPP absorbance. inhibition, % at 13.3 µM. 0.52% of 290,000 active. AID 1654; in the data active = inhibition above about 50%; note: some compounds called inactive have numbers as strong as hits
Target sequence (P51452 whole entry, looked up): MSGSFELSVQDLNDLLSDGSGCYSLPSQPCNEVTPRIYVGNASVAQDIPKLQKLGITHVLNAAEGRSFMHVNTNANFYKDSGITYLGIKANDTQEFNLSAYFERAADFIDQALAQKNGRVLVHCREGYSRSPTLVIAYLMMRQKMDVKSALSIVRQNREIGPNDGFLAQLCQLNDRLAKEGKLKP
3CLpro inhibitor: SARS-CoV 3CLpro protease inhibition. P0C6X7. inhibition, % at 6 µM. recombinant SARS-CoV 3CLpro, quenched FRET peptide cleavage. 0.14% of 290,000 active; in the data active = inhibition above about 12%
BoNT F protease: BoNT F light chain protease inhibition; Multiplex microsphere protease cleavage assay, flow cytometry; inhibition, % at 10 µM; 0.22% of 360,000 active; AID 588497; in the data active = inhibition above about 35%, passing the limit was not always enough; inconclusive = no clear call, values can overlap the other calls; note: plate controls were buffer without enzyme for full effect and enzyme alone for no effect
Anthrax LF inh2: blocks Bacillus anthracis lethal factor protease; AID 588501; 0.12% of 360,000 active; P15917; multiplex microsphere protease cleavage assay, LF; inhibition, % at 10 µM; note: plate controls were buffer without enzyme for full effect and enzyme alone for no effect
Target sequence (P15917 whole entry, looked up): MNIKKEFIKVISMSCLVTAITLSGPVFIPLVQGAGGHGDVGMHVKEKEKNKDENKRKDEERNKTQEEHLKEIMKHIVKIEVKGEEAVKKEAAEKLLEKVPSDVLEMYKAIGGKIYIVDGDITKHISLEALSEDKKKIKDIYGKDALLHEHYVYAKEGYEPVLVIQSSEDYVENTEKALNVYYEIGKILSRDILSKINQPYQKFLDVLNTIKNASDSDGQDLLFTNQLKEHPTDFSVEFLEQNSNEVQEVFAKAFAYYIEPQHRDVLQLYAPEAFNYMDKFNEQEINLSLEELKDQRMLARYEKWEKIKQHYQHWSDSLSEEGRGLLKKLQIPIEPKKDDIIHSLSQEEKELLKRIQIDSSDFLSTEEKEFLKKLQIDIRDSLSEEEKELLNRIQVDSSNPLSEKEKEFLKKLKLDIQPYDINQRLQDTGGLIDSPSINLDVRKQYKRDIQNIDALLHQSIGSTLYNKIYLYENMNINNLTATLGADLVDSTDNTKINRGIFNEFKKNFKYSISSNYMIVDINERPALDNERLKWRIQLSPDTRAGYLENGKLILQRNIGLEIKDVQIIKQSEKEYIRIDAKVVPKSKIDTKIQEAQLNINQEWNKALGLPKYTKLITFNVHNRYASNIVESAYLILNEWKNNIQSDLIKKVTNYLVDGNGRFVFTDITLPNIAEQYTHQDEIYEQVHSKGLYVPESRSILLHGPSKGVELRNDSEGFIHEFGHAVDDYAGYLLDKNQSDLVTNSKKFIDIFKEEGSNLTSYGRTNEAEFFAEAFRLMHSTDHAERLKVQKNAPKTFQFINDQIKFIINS
Rv3671c inh: inhibits the M. tuberculosis serine protease Rv3671c; P9WHR9; inhibition, % at 5.96 µM; 0.048% of 320,000 active; AID 2606; in the data active = inhibition above about 38%;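 note: extracellular domain of Rv3671c used as enzyme; 0% = enzyme with DMSO and 100% = no enzyme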
CCHFV vOTU inh: blocks the CCHF virus ovarian tumor domain protease; inhibition, % at 11.5 µM; CCHFV vOTU protease, Pep-AMC fluorescence; 0.55% of 370,000 active; in the data active = inhibition above about 30%; note: 0% = vehicle wells with enzyme and 100% = no enzyme wells
* hit, by the source's call; ? = inconclusive; . = no result given. Cut-off read from the data, not from the text of the source, unless noted: active = inhibition above about 30%; inconclusive = no clear call, values can overlap the other calls; inactive = below that. The list is partial; rates above refer to the full screens.

Second line of a record: MazF activator | PrPC TRFRET | BoNT A protease | SSB-PriA inh | VHR inh abs | 3CLpro inhibitor | BoNT F protease | Anthrax LF inh2 | Rv3671c inh | CCHFV vOTU inh
CCOC(=O)N1CCN(c2ccc(Cl)cc2)CC1
  8 | -14 | 0.0 | -29 | -4 | -4 | 1 | 0 | -11 | -3
Cc1ccc(Oc2nc3ccccn3c(=O)c2/C=C(\C#N)C(=O)NC2CCS(=O)(=O)C2)cc1 (configuration not stated)
  -16 | -1 | -0.6 | -6 | 12 | 4 | -3 | -6 | 9 | -18
CCN(CC(=O)Nc1ccc(NC(C)=O)cc1)C(=O)c1ccc2c(c1)OCCO2
  2 | 1 | 3.2 | -8 | . | . | 2 | -2 | -15 | -4
O=S(=O)(Cc1ccccc1)N1CCNCC1
  -19 | 3 | -4.9 | -9 | -3 | -1 | -14 | 9 | 3 | -17
Cc1cc(C)c(C#N)c(N2CCCC2)n1
  -4 | 4 | -0.9 | -1 | 9 | -2 | -12 | -3 | 1 | -14
CCCCN(C)C(=O)c1c[nH]c2ccc(S(=O)(=O)N3CCOCC3)cc2c1=O
  12 | 3 | -0.5 | -3 | 8 | -6 | -6 | 0 | -6 | -11
COc1ccccc1N1CCN(C(=O)CSc2nc(-c3ccco3)cc(C(F)(F)F)n2)CC1
  -8 | -5 | 1.3 | -5 | 22 | -1 | 6 | 0 | -6 | 17
COc1cc(C2=NOC(C(=O)N3CCCc4ccccc43)C2)cc(OC)c1OC (configuration not stated)
  0 | -6 | 2.1 | 1 | 13 | -3 | 4 | -7 | 3 | 1
CCCCN1CC(COCc2ccccc2)Oc2cccc(OCCN3C(=O)[C@@H]4[C@H](C3=O)C3C=C[C@H]4C3)c2S1(=O)=O (some centres not stated)
  6 | 10 | -0.8 | -7 | . | . | -7 | -1 | . | 20
COc1cc(NC(=O)CSc2nc3ccccc3n2-c2ccccc2)c(C)cc1[N+](=O)[O-]
  -6 | 5 | 0.5 | 19 | 21 | 4 | -2 | 1 | -15 | 8
COc1ccc(CCC(=O)OCC(=O)N(CC(C)C)c2c(N)n(Cc3ccccc3)c(=O)[nH]c2=O)cc1
  8 | 0 | -20 | -6 | . | . | -3 | -6 | -6 | 5
CCn1c(SC(C)C(=O)NC2CCCc3ccccc32)nnc1-c1cccs1 (configuration not stated)
  -21 | -2 | -0.5 | -2 | 33 | 0 | -3 | 4 | -1 | -4
CCc1noc(C)c1C(=O)OCC(=O)Nc1ccc(F)cc1Cl
  -17 | 5 | -0.4 | -21 | . | . | -9 | 8 | -2 | -5
N=c1sccn1CC(=O)Nc1cccc2ccccc12
  5 | 4 | 0.0 | 2 | 18 | 2 | -7 | -2 | -6 | -8
COc1ccc(CCN2CC(C(=O)OCc3ccccc3Cl)CC2=O)cc1OC (configuration not stated)
  1 | 7 | 2.0 | 3 | . | . | 5 | 0 | . | 1
COc1ccc(F)cc1C(=O)C1CCCN(C(=O)c2ccccc2N(C)C)C1 (configuration not stated)
  -3 | 1 | 0.7 | 17 | -26 | 4 | 6 | -1 | 3 | 10
CC1CCC(C(=O)NNC(=O)c2cc(-c3ccco3)[nH]n2)CC1 (configuration not stated)
  4 | -6 | 0.4 | -6 | 12 | 4 | 0 | 5 | 14 | -6
O=C(Nc1cc(Cl)ccc1Oc1ccccc1)c1ccccc1F
  -5 | -9 | -1.4 | -14 | -12 | 0 | -20 | -1 | -8 | -1
CC(C)C/C(=N/O)c1c[nH]c2ccccc12
  2 | -2 | -0.5 | . | 0 | 1 | 0 | -2 | -11 | -12
COC(=O)[C@]12CCCCC=C1N(Cc1ccco1)C(=O)[C@H](CC(=O)NCc1cccc3ccccc13)C2
  . | 2 | 0.0 | . | . | . | -4 | 2 | . | 9
COc1cccc2c1OC1(CCN(C(C)C)CC1)N1N=C(c3cccnc3)CC21 (configuration not stated)
  0 | 4 | 1.9 | 9 | 35 | 3 | ? | -10 | 5 | -9
COc1ccc(C(=O)C[n+]2cccc(C(N)=O)c2)cc1
  6 | -9 | 1.7 | -8 | 24 | 1 | -15 | -4 | -1 | -8
Clc1ccc(Nc2nc3ccccc3n3nnnc23)cc1
  22 | 9 | 1.0 | -14 | -6 | 0 | 1 | -3 | 1 | 5
COC(=O)C1=CCCCC(O)=C1C(=O)OC
  4 | -8 | 0.4 | . | . | . | 4 | -2 | . | -10
CCCc1nc2c3ccccc3ccn2c1Cc1ccccc1C(F)(F)F
  . | -4 | 0.9 | . | . | . | 1 | 4 | . | 12
COc1cc(S(=O)(=O)n2cnc(C)c2)ccc1Cl
  7 | -3 | -0.1 | -5 | 16 | 0 | -2 | 0 | -16 | -14
COc1cc(NC(=O)CCc2nnc3ccc(N4CCN(C)CC4)nn23)cc(OC)c1
  6 | 7 | 0.7 | -10 | 52* | -6 | 0 | -1 | -5 | -7
O=Cc1cccc(OCc2cn(CC(=O)c3ccc(O)cc3)nn2)c1
  5 | -7 | -0.3 | . | . | . | -2 | 2 | . | 5
CNC(=O)c1[nH]cnc1C(=O)Nc1ccc(F)cc1
  3 | -4 | -0.8 | -3 | . | -4 | 22 | -2 | -1 | -10
CCn1c(=O)c(-c2nc3ccccc3[nH]2)c(O)c2ccccc21
  -1 | -5 | . | 9 | -17 | -4 | . | . | -3 | -31
O=C1C2C3CC4C5C3C1C5C1(SCCS1)C42 (configuration not stated)
  . | -5 | 0.1 | . | . | . | 1 | -3 | . | -6
CCCC(=O)Nc1nnc(SCC(=O)Nc2ccc3c(c2)OCCO3)s1
  8 | 3 | -1.2 | 14 | 12 | 0 | -8 | 7 | 0 | 5
Cc1ccc(OCC(=O)N2CCN(S(=O)(=O)c3ccccc3[N+](=O)[O-])CC2)cc1
  -21 | -8 | -0.2 | 6 | 21 | -1 | 1 | -4 | -4 | 5
Oc1[nH]c2ccccc2c1/C=N/N1CCCCC1
  0 | -7 | -0.1 | . | 17 | 4 | -5 | 1 | 7 | -16
Cc1ccccc1NC(=O)C1c2ccccc2Oc2ccccc21
  -2 | 1 | 0.1 | -11 | 18 | 3 | -4 | -1 | -9 | -1
Cc1cc(NC(=O)CCC(=O)N(CCc2ccccc2)C(C(=O)NC2CCCC2)c2ccco2)no1 (configuration not stated)
  -7 | -4 | 0.1 | -12 | -2 | 2 | -12 | -5 | -7 | 13
COc1ccc(NC2C=CS(=O)(=O)C2)cc1 (configuration not stated)
  4 | -10 | 0.1 | 4 | -6 | 0 | -7 | -3 | 1 | 2
CC(=O)N/C(=C\c1ccc(F)cc1)C(=O)OCc1ccccc1
  -11 | -10 | 1.8 | -5 | 22 | 3 | -2 | -6 | 7 | 14
Cc1ccc(S(=O)(=O)NCc2ccc(C(=O)NC3CCC(O)CC3)cc2)cc1C (configuration not stated)
  12 | -2 | 0.1 | -5 | . | . | 11 | -10 | 3 | 6
CCN(CC)C(=O)CSc1nc2cc3c(cc2c(=O)n1CCCC(=O)NCCc1ccc(OC)c(OC)c1)OCO3
  1 | 4 | -0.7 | -8 | 12 | 0 | -2 | -4 | 2 | -6
CCCCN(C)C(=O)CCCc1c[nH]c2ccccc12
  -9 | 13 | -0.6 | 10 | 13 | 11 | -7 | 1 | 0 | 4
Cc1ccc2cc3c(NC(=O)c4ccco4)nn(CC(C)C)c3nc2c1
  10 | -23 | -0.3 | -12 | 26 | 1 | -15 | -2 | -2 | 24
COc1ccc([C@H]2N[C@]3(CCCN(Cc4ccc(F)cc4)C3=O)[C@H]3C(=O)N(C)C(=O)[C@@H]23)cc1
  7 | -2 | -0.4 | . | . | . | -7 | -2 | . | -6
CCc1ccc(C(=O)COC(=O)c2cccs2)cc1
  10 | 1 | -0.6 | -3 | 23 | -1 | 5 | -2 | -15 | 14
C[C@@H]1CN([C@@H](C)CO)C(=O)CCCn2nncc2CO[C@H]1CN(C)C(=O)Nc1ccc(N2CCCCC2)cc1
  -3 | -1 | -0.1 | . | . | . | -4 | -2 | . | 11

Structural class, those above containing a furan ring, fused or not.
Second line of a record: MazF activator | PrPC TRFRET | BoNT A protease | SSB-PriA inh | VHR inh abs | 3CLpro inhibitor | BoNT F protease | Anthrax LF inh2 | Rv3671c inh | CCHFV vOTU inh
COc1ccccc1N1CCN(C(=O)CSc2nc(-c3ccco3)cc(C(F)(F)F)n2)CC1
  -8 | -5 | 1.3 | -5 | 22 | -1 | 6 | 0 | -6 | 17
CC1CCC(C(=O)NNC(=O)c2cc(-c3ccco3)[nH]n2)CC1 (configuration not stated)
  4 | -6 | 0.4 | -6 | 12 | 4 | 0 | 5 | 14 | -6
COC(=O)[C@]12CCCCC=C1N(Cc1ccco1)C(=O)[C@H](CC(=O)NCc1cccc3ccccc13)C2
  . | 2 | 0.0 | . | . | . | -4 | 2 | . | 9
Cc1cc(NC(=O)CCC(=O)N(CCc2ccccc2)C(C(=O)NC2CCCC2)c2ccco2)no1 (configuration not stated)
  -7 | -4 | 0.1 | -12 | -2 | 2 | -12 | -5 | -7 | 13
Cc1ccc2cc3c(NC(=O)c4ccco4)nn(CC(C)C)c3nc2c1
  10 | -23 | -0.3 | -12 | 26 | 1 | -15 | -2 | -2 | 24

Further structures follow.
Second line of a record: MazF activator | PrPC TRFRET | BoNT A protease | SSB-PriA inh | VHR inh abs | 3CLpro inhibitor | BoNT F protease | Anthrax LF inh2 | Rv3671c inh | CCHFV vOTU inh
CSc1cccc(N=C2C(=O)Nc3ccccc32)c1
  6 | 4 | -2.9 | 6 | 9 | 8 | -14 | -2 | -1 | -2
CCOC(=O)N1CCN(C(=O)c2cn(CC)c3ccc(S(=O)(=O)N4CCCCC4)cc3c2=O)CC1
  4 | -1 | -0.1 | -14 | 10 | 4 | -4 | -2 | -1 | -3
Cc1ccc(C)c(-n2cc(CN3CCCN(C=O)CC3)c(-c3ccccc3)n2)c1
  3 | 4 | 0.1 | -11 | 18 | 3 | -7 | -2 | 1 | -8
S=c1[nH]c(-c2ccccc2)cn1-c1ccccc1
  9 | -1 | -0.8 | 27 | 2 | -5 | 1 | 2 | -1 | -9
COc1ccc(C2=NCN(c3ccc(C)cc3)C(=S)N2)cc1
  0 | 4 | 0.0 | -7 | 43 | -1 | 3 | 0 | -34 | 0
O=C(O)/C=C\C(=O)Nc1ccc(Oc2ccc(Br)cc2)cc1
  -13 | 5 | -0.7 | 6 | 27 | 5 | 2 | -2 | 11 | -14
COc1ccc(CNC(=O)NC2CCCCC2)cc1
  0 | 11 | -1.2 | -7 | 30 | 1 | 1 | -7 | -4 | 2
C[C@H](CO)N1C[C@H](C)[C@@H](CN(C)CC2CCOCC2)Oc2ncc(Br)cc2C1=O
  7 | 0 | 0.0 | . | . | . | 0 | -9 | . | -4

Arranged by molecular weight (rising): 6 of the compounds above
Second line of a record: MazF activator | PrPC TRFRET | BoNT A protease | SSB-PriA inh | VHR inh abs | 3CLpro inhibitor | BoNT F protease | Anthrax LF inh2 | Rv3671c inh | CCHFV vOTU inh
S=c1[nH]c(-c2ccccc2)cn1-c1ccccc1
  9 | -1 | -0.8 | 27 | 2 | -5 | 1 | 2 | -1 | -9
CSc1cccc(N=C2C(=O)Nc3ccccc32)c1
  6 | 4 | -2.9 | 6 | 9 | 8 | -14 | -2 | -1 | -2
O=C(O)/C=C\C(=O)Nc1ccc(Oc2ccc(Br)cc2)cc1
  -13 | 5 | -0.7 | 6 | 27 | 5 | 2 | -2 | 11 | -14
Cc1ccc(C)c(-n2cc(CN3CCCN(C=O)CC3)c(-c3ccccc3)n2)c1
  3 | 4 | 0.1 | -11 | 18 | 3 | -7 | -2 | 1 | -8
C[C@H](CO)N1C[C@H](C)[C@@H](CN(C)CC2CCOCC2)Oc2ncc(Br)cc2C1=O
  7 | 0 | 0.0 | . | . | . | 0 | -9 | . | -4
CCOC(=O)N1CCN(C(=O)c2cn(CC)c3ccc(S(=O)(=O)N4CCCCC4)cc3c2=O)CC1
  4 | -1 | -0.1 | -14 | 10 | 4 | -4 | -2 | -1 | -3
